Compound activity as filed in PubChem.
GCN5L2 inh = qHTS Assay for Inhibitors of GCN5L2. GCN5L2 HAT assay, ThioGlo1 CoA-SH fluorescence. Potency, µM (highest dose often 58.9 µM), without a hit: top-dose activity change, negative = inhibition, actives largely listed as inhibitors. 390,000 tested, 0.21% active. AID 504327, 2011
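Titration-based screen in which CoA formation is detected via maleimide probe ThioGlo1 (50uM) turning fluorescent on thiol reaction; substrates H3(1-25) 75uM and acetyl-CoA 70uM, GCN5L2 20nM, 20 min incubation at room temperature.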
TDP1 cell CPT = qHTS for Inhibitors of human tyrosyl-DNA phosphodiesterase 1 (TDP1): qHTS in cells in presence of CPT; AID 686979, 2013; chicken DT40 Tdp1-/-;hTDP1 cells + 20 nM CPT, ATP luminescence, 48 h; 420,000 tested, 12% active; Potency, µM (top dose mostly 46.2 µM), for inactives: top-dose activity change, negative = growth inhibition, actives largely listed as inhibitors; also: nearly all actives have a fitted effect of over 55% in size
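Cell growth measured by CellTiter-Glo luminescence after a minimum 48 h, 37 C compound exposure with 20 nM CPT in Tdp1-knockout DT40 cells stably expressing hTDP1, seeded 400/well; qHTS titration format.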
FEN1 inh = qHTS Assay for the Inhibitors of Human Flap endonuclease 1 (FEN1) | 390,000 tested, 0.35% active | Recombinant FEN1 flap cleavage, fluorescence, 15 min | P39748 | Potency, µM (doses to about 114 µM), without a hit: at the top dose activity change, negative = inhibition, most hits filed as inhibitors; also: nearly all actives have a fitted effect of over 65% in size
Target sequence (P39748 whole entry, looked up): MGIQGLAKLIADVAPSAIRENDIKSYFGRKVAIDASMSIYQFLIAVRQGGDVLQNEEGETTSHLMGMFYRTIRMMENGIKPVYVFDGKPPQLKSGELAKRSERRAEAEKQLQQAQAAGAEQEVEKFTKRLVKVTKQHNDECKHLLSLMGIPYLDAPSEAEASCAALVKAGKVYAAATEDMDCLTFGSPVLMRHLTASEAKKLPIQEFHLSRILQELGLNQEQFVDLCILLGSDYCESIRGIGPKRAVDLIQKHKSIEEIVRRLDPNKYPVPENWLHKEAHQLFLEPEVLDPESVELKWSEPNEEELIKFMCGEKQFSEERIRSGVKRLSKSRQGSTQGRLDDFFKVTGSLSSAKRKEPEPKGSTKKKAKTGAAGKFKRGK
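Reaction started by adding substrate (50 nM final) to 10 nM enzyme after 15 min room-temperature compound preincubation. Reads at 0 and 15 min, with data normalized and fitted to a four-parameter Hill equation.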
The depositor's hits bear a star; ? = inconclusive; . = not tested or not shown; & = joins results of further samples; [ ] = another dose, or the depositor's remark. Calls follow the shape of the dose curve; as a rule, active = well fitted curve in the direction sought with a large enough effect; inconclusive = small, poorly fitted or top-dose-only effect, or another doubt; inactive = no such curve, though single readings can be large; an effect the other way counts as inactive or inconclusive. % is scaled to controls: 0 for no effect and ±100 for the full control effect; potency is read from the fitted curve at half-maximal effect. These rows are one share of the data; rates above refer to the full screens.

SMILES | GCN5L2 inh | TDP1 cell CPT | FEN1 inh
O=C(NC(Cc1cc(=O)[nH]c2ccccc12)C(=O)O)c1ccc(Cl)cc1 (stereo unspecified) | 4.4% | 15.5% | .
O=C(c1ccccc1Sc1ccc([N+](=O)[O-])cc1)N1CCCCC1 | 1.8% | ? | -0.6%
NC(=O)C1CN(C(=O)c2cccc(S(=O)(=O)N3CCc4ccccc43)c2)c2ccccc2O1 (stereo unspecified) | -3.7% | ? | 2.8%
CS(=O)(=O)N(CC(=O)NCc1ccco1)c1ccc(Cl)cc1Cl | -10.1% | -13.5% | 8.2%
CC1(C)NC(=O)N(CC(O)COc2cccc(F)c2)C1=O (stereo unspecified) | 0.5% | -1.8% | 19.4%
O=C(Cn1cnc2ccccc2c1=O)NNC(=O)c1ccccc1F | -1.6% | 3.6% | -5.3%
N#CCC(=O)Nc1ccc(C(=O)OCC(=O)Nc2ccccc2-c2ccccc2)cc1 | -9.7% | 9.7% | -2.3%
OC(CN1CCOCC1)Cn1c(-c2cccc(Cl)c2)nc2ccccc21 (stereo unspecified) | -8.3% | -19.4% | 2.7%
COC(=O)c1c(C)[nH]c(C(=O)COc2ccc3ccc(=O)oc3c2)c1C | -12.8% | ? | ?
Cc1ccc(-c2cc(C(=O)N3CCCCC3)c3ccccc3n2)cc1C | -15.7% | 16.4µM* | 5.2%
COc1ccc(C(=O)CC2(O)C(=O)Nc3c(C)cccc32)c(OC)c1OC (stereo unspecified) | 8.5% | 0.6% | -11.7%
COCCn1c(SCC(=O)c2c(N)n(C)c(=O)n(C)c2=O)nc2ccccc21 | 3.0% | 0.1% | -4.6%
CCOC(=O)c1ccc(N2C(=O)c3n[nH]c(C)c3C2c2ccco2)cc1 (stereo unspecified) | 0.4% | -5.1% | -0.1%
Cc1ccc(C(=O)N2CCN(C(=O)N3CCOCC3)CC2)cc1 | -10.3% | -0.6% | -2.1%
Clc1ccc(Cl)c(OCCCCN2CCCCC2)c1 | 1.0% | 18.4µM* | 14.1%
CSCCC(=O)NC1CC(C)(C)Cc2c1cnn2-c1ccccc1C (stereo unspecified) | ? | ? | 55.8%[activator]
Cc1nn(Cc2ccc(F)cc2)c(C)c1NC(=O)C1c2ccccc2Oc2ccccc21 | -3.1% | -25.7% | 11.1%
c1ccc(CC2CCN(C3=Nc4cccc5cccc3c45)CC2)cc1 | 1.1% | ? | ?
Cc1ccccc1-n1c(SCc2csc(Nc3ccccc3)n2)nnc1-c1cccnc1 | 3.7% | 11.6µM* | 0.9%
Cc1nn2c(NCCCN(C)C)c3c(nc2c1-c1ccccc1)CCC3 | ? | ? | 17.9%
CCCS(=O)(=O)c1nc(S(=O)(=O)c2ccc(C)cc2)c(NCCCn2ccnc2)s1 | -4.3% | -9.3% | -3.1%
CC(C)CCNC(=O)C(=O)Nc1cc2c3c(c1)CC(=O)N3CCC2 | -2.7% | -4.7% | 14.2%
Cc1ccc(C)c(-n2c(N)c(C#N)c3nc4ccccc4nc32)c1 | -1.1% | -21.8% | -3.5%
COc1cc(C(=O)Nc2cc(C)c(O)c(-c3nc4ccccc4s3)c2)cc(OC)c1OC | -9.9% | -7.7% | -10.8%
CCc1ccc(NC2CC(=O)N(CCc3ccc(OC)c(OC)c3)C2=O)cc1 (stereo unspecified) | -1.4% | ? | 1.4%
Additional results.
SMILES | GCN5L2 inh | TDP1 cell CPT | FEN1 inh
O=C(O)CCc1ccc(S(=O)(=O)NCCc2ccccc2)cc1 | -1.7% | -15.0% | 0.3%
CCO[C@H]1OC(C(=O)NCc2ccccc2)=C[C@@H](c2ccc(Br)cc2)[C@@H]1CCCO | -1.9% | ? | -1.7%
CCN(c1ccccc1)S(=O)(=O)c1ccc(Oc2ccccc2C(C)=O)nc1 | -7.0% | -22.4% | -4.3%
COc1ccc(S(=O)(=O)Nc2cccc(S(=O)(=O)N3CCCCC3)c2)cc1 | 1.0% | -4.6% | 6.5%
COc1cc(NC(=O)c2ccc3c(Cl)c4c(nc3c2)CCC4)cc(OC)c1OC | 1.1% | 0.3% | -3.7%
CSCCC(NS(=O)(=O)c1ccccc1F)C(=O)NNC(=O)c1csc(N2CCOCC2)n1 (stereo unspecified) | -5.8% | -13.2% | 14.7%
COc1cc2c(cc1OC)-c1cc(OCCN3CCOCC3)nc(=O)n1CC2 | ? | 23.1µM* | 5.4%
CCc1cccc(C)c1NC(=O)C1CCN(S(=O)(=O)c2cccc3nonc23)CC1 | 0.3% | 1.1% | 89.1µM*
CCOC(=O)N1CCN(S(=O)(=O)c2ccc3[nH]cc(C(=O)O)c(=O)c3c2)CC1 | ? | -8.6% | 4.1%
CCc1ccccc1NC(=O)CCCN1C(=O)CCn2nc(-c3cn(C)c4ccccc34)cc21 | -10.1% | -25.4% | 4.5%
CCCn1nnnc1SCC(=O)N1CCOCC1 | -5.1% | -2.0% | -13.2%
Cc1c(C(=O)N2CCCC2)sc(NC(=O)c2cccc(Cl)c2)c1C#N | -9.3% | ? | -0.4%
Cc1ccc(CN2CCS(=O)(=O)CC2)cc1 | -14.8% | -8.3% | -1.2%
CC(C)NC1CCC(Nc2ccnc3cc(Cl)ccc23)CC1 (stereo unspecified) | . | 6.51µM* | -19.8%
Cc1ccc(CN(C(=O)c2ccccc2Br)C2CCS(=O)(=O)C2)o1 (stereo unspecified) | -3.8% | ? | -2.2%
CCC(CO)Oc1cc(NCc2ccc(O)cc2)c2ncn(C(C)C)c2c1 (stereo unspecified) | 0.4% | ? | -6.3%
O=C(CSC(=S)N1CCSCC1)c1ccc(Cl)cc1 | -16.7% | -7.5% | -7.4%
CSc1nnc(-c2ccccc2N=Cc2c(C)[nH]n(-c3ccc4ccccc4c3)c2=O)c(=O)[nH]1 | -12.4% | 20.6µM* | -2.7%
O=C(c1ccc2c(=O)n3c(nc2c1)CCCCC3)N1CCN(c2ccccc2)CC1 | -7.1% | ? | -4.0%
Cn1c(=O)c2c(nc(NN=C3CCCC3)n2C)n(C)c1=O | -15.3% | -24.0% | ?
CC1C(=O)N2CCCc3cc(S(=O)(=O)N4CCN(c5cccc(Cl)c5)CC4)cc1c32 (stereo unspecified) | 1.4% | -29.9% | -15.6%
CC(O)C(O)C(O)C(O)C1NCCS1 (stereo unspecified) | 1.4% | -4.5% | 1.8%
CCCSCCCNC(=O)Cn1c(-c2cccs2)cc2ccccc21 | -3.1% | ? | -16.3%
O=C(Nc1ncccc1O)c1ccc(S(=O)(=O)Nc2ccccc2)cc1 | 1.3% | 5.17µM* | -1.7%
Brc1ccc(OCc2nc3ccccc3[nH]2)cc1 | 0.7% | ? | -5.9%

Reformatted field by field: 2 of the compounds above.
CCO[C@H]1OC(C(=O)NCc2ccccc2)=C[C@@H](c2ccc(Br)cc2)[C@@H]1CCCO
  GCN5L2 inh: -1.9% | TDP1 cell CPT: ? | FEN1 inh: -1.7%
CCN(c1ccccc1)S(=O)(=O)c1ccc(Oc2ccccc2C(C)=O)nc1
  GCN5L2 inh: -7.0% | TDP1 cell CPT: -22.4% | FEN1 inh: -4.3%

Continuation.
SMILES | GCN5L2 inh | TDP1 cell CPT | FEN1 inh
Cc1ccc(C(=O)n2nc(C)c(S(=O)(=O)N3CCOCC3)c2C)cc1C | -4.2% | ? | -16.7%
Cc1cc(C)cc(C(=O)N(CCc2ccccc2)C2CC3CCC(C2)N3C)c1 (stereo unspecified) | 1.1% | ? | 0.5%
COc1ccc(NC(=O)CSc2nnc(N)s2)cc1 | -4.2%&-4.4% | -5.7%&2.3% | -13.8%&-0.4%
COc1cc(C2NC(=S)NC(c3ccccc3)=C2C(C)=O)cc(Br)c1OCC(N)=O (stereo unspecified) | -9.6% | 2.3% | 16.3%
COc1ccc(NC(=O)CN2C(=O)COc3ccc(S(=O)(=O)N4CCCCC4)cc32)cc1OC | -3.2%&-3.6% | ? | -3.1%&14.4%
Cc1cc(C)c2nc(C)cc(Nc3ccc(C(=O)N4CCOCC4)cc3)c2c1 | 13.9% | 5.2% | -22.3%
CC1CN(C(=O)CCC(=O)NCc2ccc(F)cc2)c2ccccc2S1 (stereo unspecified) | -8.2% | -21.8% | 20.2%
COc1ccc(C(=O)N2CCC3(CCN(Cc4ccccc4OC)CC3)CC2)cc1 | 12.0% | 9.3% | .
COc1ccc(N2CCN(CNC(=O)c3ccccc3)CC2)cc1 | 2.0% | -11.3% | -3.1%
COc1ccc(CCNC(=O)Cn2nnc(-c3ccc(C(F)(F)F)cc3)n2)cc1OC | -6.4% | -1.0% | 17.5%
O=C(CSc1ccccc1)Nc1ccc(S(=O)(=O)Nc2ncccn2)cc1 | -7.5% | 3.9% | -2.0%
CC1(C)CCC[C@]2(C)[C@H]3CC(=O)O[C@]3(C)CC[C@@H]12 | 0.8%&-15.6% | 6.9% | -0.7%
CN(C(=O)c1ccc2c(c1)OCO2)C1(C(=O)NC2CCCCC2)CCCCC1 | -0.3% | -29.4% | -2.5%
Cc1nc(SCC(=O)Nc2cc(Cl)ccc2[N+](=O)[O-])nc(C)c1C | -9.3% | ? | ?
CCC(=O)N1Cc2ccccc2-c2ccccc2C1=O | 1.4% | -7.0% | -0.1%
O=C(Nc1ccccc1)Nc1nc2ccccc2s1 | 4.5% | 1.2% | -6.3%
O=C(O)CSC1=NS(=O)(=O)c2ccccc21 | . | ? | ?
CCCC(=O)Nc1ccccc1NC(=O)c1ccc(OCC)cc1 | -5.5% | -13.0% | -1.0%
CC(NS(=O)(=O)c1ccc(NC(=O)N2CCCCC2)cc1)c1ccccc1 (stereo unspecified) | ? | -29.3% | -0.8%
COc1cc(/C=C2\SC(=O)N(CCNC(=O)c3sc4cc(F)ccc4c3Cl)C2=O)cc(OC)c1OC | -11.6% | -29.9% | 1.2%
CC(C)(C)c1ccc(C(=O)CC(Sc2ccc(Cl)cc2)C(=O)O)cc1 (stereo unspecified) | -11.2% | 3.26µM* | -14.0%
COc1ccc(/C=C/C(=O)NCCNC(=O)c2ccccc2)cc1OC | -6.8% | 7.4% | -10.2%
COc1cc(/C=N/NC(=O)Cc2nnc(NC(=O)c3ccccc3)s2)ccc1O | -21.3% | 22.5% | -12.1%
Cc1nc2ccc(C(=O)N3CCN(c4ccccn4)CC3)cc2s1 | -4.3% | 1.1% | -0.6%
Cn1nnnc1SCC(=O)N1c2ccccc2Sc2ccc(Cl)cc21 | -11.2% | ? | -18.0%

Whole records, quoted from the list. Order of screens: GCN5L2 inh	TDP1 cell CPT	FEN1 inh
Cn1nnnc1SCC(=O)N1c2ccccc2Sc2ccc(Cl)cc21 is listed with -11.2%	?	-18.0%
COc1ccc(N2CCN(CNC(=O)c3ccccc3)CC2)cc1 is listed with 2.0%	-11.3%	-3.1%
Cc1ccc(C(=O)n2nc(C)c(S(=O)(=O)N3CCOCC3)c2C)cc1C is listed with -4.2%	?	-16.7%
CN(C(=O)c1ccc2c(c1)OCO2)C1(C(=O)NC2CCCCC2)CCCCC1 is listed with -0.3%	-29.4%	-2.5%

Continued:
SMILES | GCN5L2 inh | TDP1 cell CPT | FEN1 inh
COc1ccc(NC(=O)Cc2nnc(SCC(=O)NC3=NCCS3)n2C)cc1 | -6.3% | -7.9% | 5.8%
Cc1cnc(=O)[nH]c1SCc1cccc(C(F)(F)F)c1 | 0.6% | 2.4% | 17.3%
O=C(CSCC(=O)NCc1ccco1)NCc1ccco1 | -2.2% | 1.2% | -3.9%
O=C(O)CCC(=O)N1N=C(c2c(-c3ccccc3)c3cc(Cl)ccc3[nH]c2=O)CC1c1ccco1 (stereo unspecified) | -2.3% | 4.6% | -1.9%
COc1ccccc1CNC(=O)C1CCN(S(=O)(=O)c2ccc3c(c2)CC(C)N3C(=O)C2CC2)CC1 (stereo unspecified) | -8.8% | ? | -5.2%
O=C1CCC(C(=O)Nc2nnc(C3CC3)s2)=NN1 | -12.8% | 17.5% | 2.1%
O=C(CCSc1ccccc1)N1CCOCC1 | 0.4% | -3.2% | 2.2%
CCOC(=O)C1Oc2ccccc2C(C(=O)OC)=C1C(=O)OC (stereo unspecified) | -5.8% | -14.5% | -2.6%
COc1ccccc1NC(=O)CSc1nnc(NC(=O)Nc2ccc(C)cc2)s1 | -5.2% | ? | -5.3%
CCCCCOC(=O)c1ccc(NC(=O)c2ccco2)cc1 | -10.2% | -23.1% | 5.5%
Cc1cccc(Oc2nc(-c3cccc([N+](=O)[O-])c3)nc3ccccc23)c1C | 7.4% | -21.7% | 0.7%

Sorted by SMILES length (highest first): some entries from above.
SMILES | GCN5L2 inh | TDP1 cell CPT | FEN1 inh
O=C(O)CCC(=O)N1N=C(c2c(-c3ccccc3)c3cc(Cl)ccc3[nH]c2=O)CC1c1ccco1 (stereo unspecified) | -2.3% | 4.6% | -1.9%
Cc1cccc(Oc2nc(-c3cccc([N+](=O)[O-])c3)nc3ccccc23)c1C | 7.4% | -21.7% | 0.7%
O=C1CCC(C(=O)Nc2nnc(C3CC3)s2)=NN1 | -12.8% | 17.5% | 2.1%
